High-throughput results: PubChem, The Scripps Research Institute Molecular Screening Center
phage Ecoli inh – E. coli growth loss with phage present; AID 651602; 360,000 tested, 0.26% active; growth absorbance; inhibition, % at 11.9 µM; in the data active = inhibition above about 11%
Active calls of the source: *; & = joins results of further samples. Only part of the results is shown; count on the stated rates, not on these rows.

SMILES	phage Ecoli inh
COCCNc1nc(NCCN2CCNC2=O)c2sc(-c3ccccc3)cc2n1	3.8
C[C@@H]1COc2cccc(N3CCSCC3)c2S(=O)(=O)N1	1.7
COc1ccc(NC(=O)C2Cc3c(-c4cccc(C(N)=O)c4)ccnc3O2)cn1 (stereo unspecified)	0.2
O=S1(=O)C=C[C@H](COCc2ccccc2)N1	2.1
COc1cccc(S(=O)(=O)N(C)C[C@@H]2Oc3ncc(Br)cc3C(=O)N([C@H](C)CO)C[C@@H]2C)c1	-0.7
CN1CCCCC(NC(=O)c2cccs2)C1=O (stereo unspecified)	1.2
O=NN(Cc1cccnc1)C(=O)NC1CCCCC1	0.8
COC(=O)c1sc(NC(=O)OCc2ccccc2)nc1CCNC(=O)OC(C)(C)C	1.2
Cc1cccc(C)c1NC(=O)C1c2ccccc2OCC(=O)N1C1CC1 (stereo unspecified)	0.8
COC(=O)CCCC[C@@H]1O[C@H](CCc2ccccc2)Cc2[nH][nH]c(=O)c21	2.6
CC1(C(=O)Nc2ccc3nc[nH]c3c2)CCN1C(=O)C1(c2ccccc2)CC1 (stereo unspecified)	1.9
COC(=O)c1ccc2nc(-c3cccc(Cl)c3)c(Cc3ccccc3OC)n2c1	-0.9
O=C(NCCN1CCC(n2c(=O)[nH]c3ccccc32)CC1)c1ccccc1C(F)(F)F	2.5
Cc1ccc(S(=O)(=O)Nc2ccc3c(c2)C(=O)N([C@@H](C)CO)C[C@@H](C)[C@@H](CN(C)C(=O)NC2CCCCC2)OCCCC[C@H](C)O3)cc1	2.3
Cc1ccc(S(=O)(=O)N2C[C@H]3C(=O)C[C@@H](c4ccccc4)N(S(=O)(=O)c4ccc(C)cc4)[C@H]3C[C@H]2c2cccc(C)c2)cc1	1.8
Cc1cc2nc(-c3ccc(F)cc3)c(Cc3ccsc3)n2c(C)c1Br	0.7
O=C(Nc1ccc(F)cc1)C(c1ccccc1OC(F)(F)F)N1CCN(c2cccc(C(F)(F)F)n2)CC1 (stereo unspecified)	4.7
CCCCN(C(C)=O)c1c(CC)nc2ccc(C(=O)Nc3cccc(OCC(=O)N(C)C)c3)cn12	4.4
CCN(CC)C(=O)c1cccc(-c2csc(C(C)(O)c3ccc(OC)cc3)n2)c1 (stereo unspecified)	2.7
COc1ccc(C#Cc2cccc(-c3nc(C(=O)NCc4ccc(Oc5ccccc5)cc4)cc4c3[C@@H](CCO)N(S(=O)C(C)(C)C)C4)c2)cc1OC (stereo partly specified)	3.5
CC[C@H](NC(=O)CC[C@H]1O[C@@H](n2cnc3c(NC(=O)c4ccccc4)ncnc32)[C@H](O)[C@@H]1O)c1ccccc1	5.2
CCc1nc2c(OCC3CCCCC3)cccn2c1N(C)C(=O)c1ccc(C)cc1	0.3
CC(=O)c1ccc(-c2cnc3c(NC=O)cc(-c4ccc(N5CCN(C)CC5)cc4)cn23)cc1	1.0
COc1ccc(CCCNC(=O)C2(C)Cc3c(-c4ccc(NC(C)=O)cc4)ccnc3O2)cc1 (stereo unspecified)	4.0
CCOC(=O)[C@@H]1CSCCS(=O)(=O)N1C(=O)[C@H](CCSC)NC(=O)OC(C)(C)C	-0.2
CCCCN(C)c1c(C)nc2ccc(C(=O)NCCCn3ccnc3)cn12	1.2
CC(=O)Nc1cc(-c2ccoc2)cn2c(-c3ccccc3)cnc12	2.4
Cc1cc(C(O)c2ncc(-c3ccc(Oc4ccccc4)cc3)[nH]2)ccc1F (stereo unspecified)	11.4*
NC(=O)c1ncn([C@@H]2O[C@H](C(=O)N3CCCN(Cc4ccccc4F)CC3)[C@@H](O)[C@H]2O)n1	2.5
Cc1cccc(CN2[C@H](COC(=O)Nc3ccccc3)C=CS2(=O)=O)c1	4.1

Looked up above.
phage Ecoli inh, `O=C(NCCN1CCC(n2c(=O)[nH]c3ccccc32)CC1)c1ccccc1C(F)(F)F` reads 2.5
phage Ecoli inh, `O=S1(=O)C=C[C@H](COCc2ccccc2)N1` reads 2.1
phage Ecoli inh, `Cc1ccc(S(=O)(=O)N2C[C@H]3C(=O)C[C@@H](c4ccccc4)N(S(=O)(=O)c4ccc(C)cc4)[C@H]3C[C@H]2c2cccc(C)c2)cc1` reads 1.8
phage Ecoli inh, `COC(=O)CCCC[C@@H]1O[C@H](CCc2ccccc2)Cc2[nH][nH]c(=O)c21` reads 2.6
phage Ecoli inh, `CC(=O)c1ccc(-c2cnc3c(NC=O)cc(-c4ccc(N5CCN(C)CC5)cc4)cn23)cc1` reads 1.0

More records follow.
SMILES	phage Ecoli inh
Cc1[nH]ncc1Nc1c(C(C)C)cccc1C(C)C	-0.3
Cc1ccccc1S(=O)(=O)NC(=O)C1(C)CCN1C(=O)CC1CCCC1 (stereo unspecified)	2.8
C[C@@H]1COc2cccc(N3CCC[C@H]3CO)c2S(=O)(=O)N1	1.7
CC1(C(=O)NS(=O)(=O)c2ccccc2C(F)(F)F)CCN1C(=O)CC1CCCCC1 (stereo unspecified)	4.0
COC(=O)[C@@]12C[C@@H](CC(=O)NCc3ccccc3)C(=O)N(Cc3cccc4ccccc34)C1=CCC(C)(C)C2	1.7
CN1CCN(C(=O)C[C@H]2CC[C@H]3[C@@H](COC[C@@H](O)CN3Cc3cccc(F)c3)O2)CC1	4.4
CCOC(=O)CNC(=O)N(C)[C@H]1C[C@H]2c3[nH]c4ccccc4c3CCN2C(=O)[C@H]1[C@H](C)O	3.1
COC(=O)c1cc(C)nc(Nc2nc(C(N)Cc3ccc(F)cc3)cs2)n1 (stereo unspecified)	0.3
CC1=C(C(=O)N(C(C)C)C(C)C)CC(CC(=O)NC(c2ccccc2)c2ccccc2)C(=O)N1Cc1ccc(C(C)(C)C)cc1 (stereo unspecified)	1.8
CCCNC(=O)c1cc2c(c(-c3cccc(-c4ccc(C#N)cc4)c3)n1)[C@@H](CCO)N(C(=O)CC)C2	4.0
O=C(CCCN1C(=O)C(=Cc2ccc3c(c2)OCO3)SC1=S)Nc1ccc(C(=O)O)c(O)c1	0.8
O=C1Nc2ccccc2N=C(c2ccccc2)C1N(Cc1ccc(F)cc1)C(=O)c1cccnc1 (stereo unspecified)	3.0
Cc1cccc(Cc2cccc(C)c2O)c1O	4.0
COc1ccc(NC(=O)C2c3ccccc3OCC(=O)N2CC(F)(F)F)cc1 (stereo unspecified)	0.6
Fc1ccc(-c2nc3ccc(Cl)cn3c2Cc2ccccc2C(F)(F)F)cc1	2.8
Cc1cnc2nc(-c3ccccc3)ccc2c1	4.7
COC(=O)C1=C(C)N(Cc2cccc(C(F)(F)F)c2)C(=NCc2cc(OC)c(OC)c(OC)c2)NC1c1ccccc1 (stereo unspecified)	2.9
Cc1ccc2nc(-c3cccc(Br)c3)c(CC3CCCCC3)n2c1	-0.7
C#CCC1c2ccccc2CCN1CC=C (stereo unspecified)	2.9
CC(=O)Nc1cccc(-c2ccnc3c2CC(C)(C(=O)Nc2ccc4c(c2)OCO4)O3)c1 (stereo unspecified)	3.7
Cc1ccc(Cl)cc1-c1cc(C(=O)N2CCc3ccccc3C2)[nH]n1	3.4
CC(=O)Nc1ccc(-c2ccnc3c2CC(C)(C(=O)NCCN(C)C)O3)cc1 (stereo unspecified)	5.0
Cc1ccc(-c2nc3c(Cl)cc(C(F)(F)F)cn3c2Cc2ccsc2)cc1	1.4
O=C(NCc1cccc(Cl)c1)C1Cc2c(-c3ccc(Cl)cc3)ccnc2O1 (stereo unspecified)	-1.2
CCCCCCN1CCN(C2CN(Cc3cn(Cc4cccc(Cl)c4)nn3)S(=O)(=O)C2)CC1 (stereo unspecified)	4.5
Cc1cccc(CN2[C@H](COCc3ccccc3)C=CS2(=O)=O)c1	3.5
O=c1[nH][nH]c2c1C(c1cccc(C(F)(F)F)c1)OC(CCc1ccccc1)C2 (stereo unspecified)	2.3
Cc1cccc(-c2cc(N3CCCN(C)CC3)n3nccc3n2)c1	2.4
COc1ccccc1CNC(=O)Nc1nc(C(N)C(C)C)cs1 (stereo unspecified)	-3.0
CC(=O)c1cc2c(cc1C)CCCC2(C)C	-0.8
Cc1cccc(C)c1NC(=O)C(c1ccccc1OC(F)(F)F)N1CCN(C/C=C/c2ccccc2)CC1 (stereo unspecified)	4.5
COCCN(CCOC)Cc1cc(=O)oc2ccc3ccccc3c12	4.0
Cn1ccc2c(-c3ccc(CO)cc3)cc3c(c21)C1CCC3O1 (stereo unspecified)	4.4
Nc1ncnc2c1ncn2[C@@H]1O[C@H](C(=O)N2CCC[C@@H]2C(=O)OCc2ccccc2)[C@@H](O)[C@H]1O	3.4
OC(c1ccccc1)c1nc(-c2csc3ccccc23)cs1 (stereo unspecified)	1.6
COCC(=O)N1CCCC(C)(C(=O)Nc2cccc(Oc3ccccc3)c2)C1 (stereo unspecified)	2.0
COc1cc(CNc2ncnc3c2ncn3[C@H]2CN(Cc3ccc(-c4ccccc4)cc3)C[C@@H](CO)O2)cc(OC)c1OC	1.5
COc1ccc(-c2ccc3c(n2)CCCN3S(=O)(=O)c2ccccc2C)cc1	3.8
CCCCNC(=O)c1nc(C2CCN(S(=O)(=O)c3c(F)cccc3F)CC2)oc1-c1cccc(C(F)(F)F)c1	3.7
COc1ccc(OC2(C)CCN(Cc3ccccc3OC(F)F)C2)cc1 (stereo unspecified)	3.3
CCC(C)[C@H]1CNC(=O)C(=O)N1CCc1cccc(F)c1 (stereo partly specified)	3.1
CC(=O)Nc1cccc2cc(S(=O)(=O)O)ccc12	2.1
Clc1cccc(CN2CCN(c3ncc(Cc4ccccc4)cn3)CC2)c1Cl	1.4
COCCNC(=O)C1(C)CCCN(C(=O)c2cccc(C#N)c2)C1 (stereo unspecified)	3.6
OC(c1ccc(Cl)c(Cl)c1)c1ncc(-c2ccc(C(F)(F)F)cc2)[nH]1 (stereo unspecified)	3.0

Some of the entries above, reformatted:
canonical_smiles | phage Ecoli inh
Nc1ncnc2c1ncn2[C@@H]1O[C@H](C(=O)N2CCC[C@@H]2C(=O)OCc2ccccc2)[C@@H](O)[C@H]1O | 3.4
OC(c1ccccc1)c1nc(-c2csc3ccccc23)cs1 (stereo unspecified) | 1.6
COCC(=O)N1CCCC(C)(C(=O)Nc2cccc(Oc3ccccc3)c2)C1 (stereo unspecified) | 2.0

The results go on.
SMILES	phage Ecoli inh
CC(C)Nc1nc(Nc2ccccc2Cl)c2sccc2n1	3.2
S=C(NCCc1ccccc1)N1CCC2CC1c1cc(-c3ccc4c(c3)OCO4)ccc12 (stereo unspecified)	2.7
O=C1NC[C@H](c2ccccc2)N(CCCCC2CCCCC2)C1=O	2.4
O=C(c1[nH]c(C(F)(F)F)nc1-c1ccccc1)N1CCN(c2c(Cl)cncc2Cl)CC1	-0.9
O=C(NC(c1ccc(F)cc1)c1ccc2ccccc2n1)C1CCN(CCOc2ccc(Cl)cc2Cl)CC1 (stereo unspecified)	3.8
CCOC(=O)[C@]12CCC=C1N(Cc1ccc3c(c1)OCO3)C(=O)[C@H](CC(=O)NCc1ccc(C)o1)C2	-0.3
CC1(C(=O)NS(=O)(=O)c2cccc(OC(F)F)c2)CCN1C(=O)COc1ccc(Cl)cc1 (stereo unspecified)	3.3
CCOC(=O)C1CCCN(C(=O)c2sc(-c3ccccc3)nc2C)CC1 (stereo unspecified)	-0.2
COc1cc(CNc2nccn3ccnc23)cc(OC)c1	3.2
Cc1cn([C@H]2C[C@H](O)[C@@H](/C=C/C(=O)NCCc3cccnc3)O2)c(=O)[nH]c1=O	2.1
CCCCN(C=O)c1c(CC)nc2c(OCC(=O)N3CCOCC3)cccn12	4.2
COc1ccc(C2=Nc3ccccc3N(C(=O)c3ccc(C)cc3)C2C(=O)Nc2c(C)cccc2C)cc1 (stereo unspecified)	1.7
Cc1ccccc1S(=O)(=O)NC(=O)C1(C)CCN1C(=O)C1(c2ccc(Cl)cc2)CCC1 (stereo unspecified)	1.6
Cn1cnc(S(=O)(=O)N2CCCCC2c2cc(C(=O)NCc3ccc(F)cc3)no2)c1 (stereo unspecified)	2.2
CCCCN(C=O)c1c(CC)nc2ccc(C(=O)NCCCN3CCCC3=O)cn12	2.4
Cc1nc(C(F)(F)F)ccc1C(=O)N1CCC1(C)C(=O)NS(C)(=O)=O (stereo unspecified)	3.2
Cc1cc2c(cc1C)-c1nnnn1C(N1CCCCC1)C(=O)N2 (stereo unspecified)	0.3
CC(=O)c1cccc(-c2ccnc3c2CC(C(=O)Nc2cccc(OC(F)(F)F)c2)O3)c1 (stereo unspecified)	3.3
COc1ccc(-c2nc3ccc(C)cn3c2CC2CCCCC2)cc1OC	3.7
COCCN1Cc2cc(C(=O)OC)c3c(c2C1=O)c1cc(OC)ccc1n3S(=O)(=O)c1ccc(C)cc1	2.1
CCCNC(=O)c1cc(C2CCCCN2S(=O)(=O)c2cccc3cccnc23)on1 (stereo unspecified)	0.5
CC(C)(C)n1nnnc1C1c2ccccc2C(=O)N1CCc1c[nH]c2ccccc12 (stereo unspecified)	-0.2
O=C1NC[C@H](CCCCN2C[C@H](Cc3ccccc3)N(CC3CCCCC3)C(=O)C2=O)N(CC2CCCCC2)C1=O	-1.0
COC(=O)C1=C(C)N(Cc2ccc(C(F)(F)F)cc2)C(=NCc2ccc(OC)cc2)NC1c1ccccc1 (stereo unspecified)	-0.7
C[C@H](NC(=O)CC[C@H]1O[C@@H](n2ccc(=O)[nH]c2=O)[C@H](O)[C@@H]1O)c1cccc2ccccc12	0.6
Cc1ccsc1C(=O)N1CCC1(C)C(=O)NCc1cccnc1 (stereo unspecified)	0.9
CC(=O)C1=CCC(c2ccc(F)cc2)N(S(=O)(=O)c2ccc(C)cc2)C1 (stereo unspecified)	0.7&3.8
COCCN1CCCc2nc(-c3ccc(F)cc3)ccc21	-0.1
Nc1[nH]c(C(=O)c2ccccc2)c(-c2ccccc2C(F)(F)F)c1C(=O)NCCc1c[nH]c2ccccc12	1.8
CCN(c1ccc(OC)cc1)S(=O)(=O)N1CCCC(C(=O)NC(C)c2ccccc2)C1 (stereo unspecified)	2.6

A draw from above in order of count of non-hydrogen atoms, rising.
SMILES	phage Ecoli inh
CC(=O)C1=CCC(c2ccc(F)cc2)N(S(=O)(=O)c2ccc(C)cc2)C1 (stereo unspecified)	0.7&3.8
CC(=O)c1cccc(-c2ccnc3c2CC(C(=O)Nc2cccc(OC(F)(F)F)c2)O3)c1 (stereo unspecified)	3.3
O=C1NC[C@H](CCCCN2C[C@H](Cc3ccccc3)N(CC3CCCCC3)C(=O)C2=O)N(CC2CCCCC2)C1=O	-1.0
